UTI89 phage lysis = inhibition of K1F phage lysis, E. coli UTI89, bacterial capsule biogenesis inhibitors, alamar blue (AID 488966); E. coli UTI89 K1F phage lysis, alamar blue, 2 h; higher % means a stronger effect; inhibition, % at 100 µM; hits with a dose series show IC50 in µM; actives 0.02% (n = 340,000);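 active = phage lysis inhibition, versus mean bacterial control, above a set limit; inconclusive = no clear call, values can overlap the other calls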;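 note: capsule biogenesis inhibitors block K1F phage lysis so surviving cells raise fluorescence; higher fluorescence means more inhibition of phage lysis; actives were called in the ten point dose series up to 300 µM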
Dengue-2 NS5 capping = Dengue-2 NS5 methyltransferase inhibitors, primary screen, biochemical, confirmation dose response (AID 588689). Dengue-2 NS5 methyltransferase capping enzyme assay, biochemical; higher % means a stronger effect. inhibition, % at 25 µM, or IC50 in µM where a hit was titrated. actives 0.3% (n = 340,000); in the data active = a potency from the dose series; inconclusive = inhibition above about 29% without an active follow-up result
Rac1 GTP hydrolysis = MgcRacGAP GTPase-activating activity inhibitors, confirmation, biochemical, ADP Hunter fluorescence. MgcRacGAP-stimulated Rac1 GTP hydrolysis, ADP Hunter fluorescence; higher % means a stronger effect; GST-tagged Rac1 F28L mutant substrate. one-dose inhibition, % at 30 µM; IC50 in µM for titrated hits. actives 0.6% (n = 340,000). AID 624330;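 active = first-screen hits whose inhibition reached a set limit at any dose in the follow-up dose series; inconclusive = inhibition above the set first-screen limit but never retested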;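 note: fluorescence reports GDP produced by GAP-driven GTP hydrolysis; strong numbers were not always called active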
SV40 large T antigen = SV40 large T antigen inhibitors, biochemical (AID 1903); SV40 large T antigen ATPase/helicase inhibition assay; higher % means a stronger effect; inhibition, % at 20 µM; hits with a dose series show IC50 in µM; actives 0.39% (n = 310,000); in the data active = a potency from the dose series; inconclusive = inhibition mostly from about 32% at the one dose, without a potency; inactive = the rest, 99 in 100 with inhibition below about 32%; note: strong numbers were not always called active
NTR1 agonist = NTR1-driven beta-arrestin-GFP spot formation – imaging, U2OS cells, high content, primary screen (AID 493036). P30989. agonist mode. activation, % at 20 µM. actives 0.17% (n = 330,000);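 active = activation at or above 40% of the spot to cytoplasm intensity ratio, with at least 20 cells analyzed; inconclusive = wells under 20 cells, flagged as cytotoxic or low count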;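 note: 0% = DMSO without peptide and 100% = 100 nM NTR1 peptide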
Target sequence (P30989 whole entry, looked up): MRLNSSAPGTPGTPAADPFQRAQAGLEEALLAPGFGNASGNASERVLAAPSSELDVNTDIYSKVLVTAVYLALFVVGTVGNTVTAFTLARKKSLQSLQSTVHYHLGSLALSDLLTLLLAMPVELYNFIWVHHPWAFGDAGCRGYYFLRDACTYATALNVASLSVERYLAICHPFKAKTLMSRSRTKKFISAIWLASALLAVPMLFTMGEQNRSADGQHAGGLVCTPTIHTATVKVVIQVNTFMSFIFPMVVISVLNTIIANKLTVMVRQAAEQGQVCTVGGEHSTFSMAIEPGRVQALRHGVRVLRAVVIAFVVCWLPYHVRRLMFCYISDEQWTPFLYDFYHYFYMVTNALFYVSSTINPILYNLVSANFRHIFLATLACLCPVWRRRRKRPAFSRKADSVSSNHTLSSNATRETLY
RSV antiviral HEp-2 = inhibition of RSV-induced cytopathic effect – HEp-2 cells, primary 10 µM value included (AID 2391) | actives 0.13% (n = 310,000) | HEp-2 cells, RSV-induced CPE inhibition; higher % means a stronger effect | CPE inhibition, % at 10 µM, or IC50 in µM where a hit was titrated; in the data active = a potency from the dose series; inconclusive = CPE inhibition mostly from about 23% at the one dose, without a potency; inactive = the rest, 99 in 100 with CPE inhibition below about 21%; note: strong numbers were not always called active
Salmonella PhoP GFP = inhibitors of PhoP regulon expression, primary screen, Salmonella Typhimurium, GFP reporter (AID 1863) | S. Typhimurium PhoP-regulated promoter GFP reporter, 4 h; higher % means a stronger effect | actives 0.16% (n = 300,000) | inhibition, % at 50 µM; hits with a dose series show IC50 in µM;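 active = inhibition over 29.93%, a cutoff 3 SD above the screen mean, later confirmed by dose response; inconclusive = inhibition over 29.93% but no dose response follow-up; inactive = inhibition at most 29.93% or unconfirmed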;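 note: 0% = low Mg2+ inducing control and 100% = high Mg2+ repressing control; strong numbers were not always called active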
T cell modulator = T cell immune modulators affecting CD8 T cell-vesicle binding. 2C CD8+ T cell-vesicle binding, flow cytometry; active compounds read low. calls only at 7 µM. actives 0.068% (n = 330,000). AID 2052;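 active = response, share of CD8 T cells binding vesicles, and their 90th percentile fluorescence all below set limits, cut at about 80% in these data, passing the limit was not always enough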
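incubation = binding step 1.5 h, 37 °C, antibody labelling 20 min, ice | test system = 2C mouse CD8+ T cells | read-out basis = percent CD8+ FL2 mean versus row control | controls = Peptide-free naked vesicles (low) and QL9 vesicles with 0.7% DMSO vehicle (high) | detection = flow cytometry of vesicle-bound cells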
West Nile antiviral = West Nile virus antiviral activity, cell-based, CPE readout (AID 1621). one-dose CPE inhibition, % at 10 µM; IC50 in µM for titrated hits. West Nile virus-infected cells, CPE inhibition; higher % means a stronger effect. actives 0.02% (n = 290,000); in the data active = a potency from the dose series; inconclusive = CPE inhibition mostly from about 3.7% at the one dose, without a potency; inactive = the rest, 99 in 100 with CPE inhibition below about 2.2%; note: strong numbers were not always called active
T cell modulator vesicle-bound % = also measured in T cell modulator; calls as there; double positive events, %; measured here: CD8+ vesicle-bound cell fraction;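 binding gate set so that unloaded-vesicle control wells show 10% double positive cells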
NTR1 agonist cell count 20 µM = recorded beside NTR1 agonist, whose call it bears; cell count; measured here: cell count, cytotoxicity flag
Dengue-2 NS5 capping pilot replicate = second read-out of Dengue-2 NS5 capping, no call of its own (marks repeat the call); inhibition, %; measured here: pilot screen replicate inhibition
Numbers without * were called inactive; i = inactive; ? = inconclusive; . = no result given; [ ] = another dose, or the depositor's remark.

SMILES	UTI89 phage lysis	Dengue-2 NS5 capping	Rac1 GTP hydrolysis	SV40 large T antigen	NTR1 agonist	NTR1 agonist cell count 20 µM	RSV antiviral HEp-2	Salmonella PhoP GFP	T cell modulator	T cell modulator vesicle-bound %	West Nile antiviral	others
Cc1ccc(CN(C)C(=O)C2CCCN2C(=O)c2cccs2)o1 (stereo not given)	0.3%	-17%	10%	4%	0.9	82	-0.6%	3%	i	26	0.0%
CC(=O)Nc1cccc(C(=O)OC(C(=O)c2ccc(C)cc2)c2ccccc2)c1 (stereo not given)	0.7%	-1%	9%	4%	9.5	76	?	-3%	i	33	-0.4%
O=C(NCCN1CCN(c2ccccc2)CC1)C1CCN(S(=O)(=O)N2CCOCC2)CC1	0.2%	1%	10%	1%	.	.	.	0%	.	.	0.0%
N#Cc1ccc(OCC(=O)NC2=NCCS2)cc1	0.1%	-11%	-1%	9%	-0.2	31	1.9%	5%	i	56	0.0%
CCOP(=O)(CN(CC)C(=O)c1ccccc1Br)OCC	-0.6%	4%	-10%	7%	0.8	38	2.5%	-10%	i	3	0.6%
CC(=O)N1CCOc2ccc(S(=O)(=O)NC[C@H]3O[C@@H](n4cnc5c(N)ncnc54)[C@H](O)[C@@H]3O)cc21	0.4%	-6%	9%	.	-1.2	45	.	.	.	.	.	Dengue-2 NS5 capping pilot replicate=0.3
Cc1cc(C)cc(NC(=O)c2cccnc2)c1	-1.5%	.	-3%	13%	3.7	63	4.7%	1%	i	54	-0.6%
CCc1ccccc1NC(=O)Nc1ccsc1C(=O)OC	0.4%[50 µM]	-8%	4%	12%	-0.1	58	1.4%	1%	i	6	-0.8%
CC1(C)CC2(CC(c3cccs3)c3cc(Cl)c(O)cc3O2)NC(=S)N1 (stereo not given)	0.6%	-8%	6%	5%	3.1	77	1.6%	2%	i	22	.
COc1cc(C(=O)NCC(=O)N/N=C/c2cccs2)cc(OC)c1OC	0.2%	-2%	5%	14%	-1.5	80	2.4%	-2%	i	53	-0.1%
COc1ccc(CCNC(=O)CSc2nnc(CNC(=O)c3cc(OC)c(OC)c(OC)c3)o2)cc1OC	0.2%	-3%	1%	11%	0.5	49	0.5%	-12%	i	33	0.2%
COc1ccccc1/C=C/C=C1\Oc2c(ccc(O)c2CN(C)C)C1=O	-0.2%[50 µM]	11%	-11%	13%	6.0	54	0.8%	-112%	i	25	-0.1%
O=[N+]([O-])c1ccccc1/C=N/NC1=NCCN1	0.5%	4%	4%	21%	0.5	47	.	.	i	33	.
CCOc1ccccc1CNC(=O)c1ccc2nc(N3CCOCC3)sc2c1	-1.1%	1%	-1%	.	2.0	67	1.0%	.	i	15	-0.8%
C/C(=C\C(=O)c1ccccc1)Nc1cccc(O)c1	0.1%	-1%	18%	?	-0.2	42	8.4%	0%	i	44	-0.4%
Cc1cc(C)nc(N/N=C2/CCCC/C2=C\c2ccccc2)n1	0.1%	-6%	1%	3%	2.9	52	2.7%	-4%	i	8	-1.8%
Cc1ccc2c(c1)C(O)(CC(=O)c1ccc(C)s1)C(=O)N2 (stereo not given)	0.1%	-4%	4%	25%	-1.5	90	1.6%	0%	i	50	0.0%
O=C(Cn1cnc2scc(-c3cccc([N+](=O)[O-])c3)c2c1=O)NCc1ccco1	1.3%	-8%	-6%	7%	2.4	79	4.8%	-5%	i	54	0.1%
Cc1csc(=Nc2ccccc2)n1Cc1ccco1	0.0%	3%	-20%	2%	-1.3	66	1.3%	6%	i	59	-0.8%
O=C(NCCCN1CCCCCC1)c1cc2c(=O)oc3ccccc3c2s1	0.0%	-2%	13%	6%	2.5	27	-0.4%	-9%	i	34	-0.9%
Nc1cc(N)nc(SCC(=O)N2CCCCC2)n1	0.6%	1%	-4%	12%	-0.2	87	-0.1%	2%	i	12	0.3%
CNNC(=S)Nc1cccc(C(F)(F)F)c1	.	.	.	9%	-0.1	45	1.2%	-10%	i	18	-1.1%
CCn1c(-c2csc3ccccc23)n[nH]c1=S	0.4%[50 µM]	0%	12%	29%	5.0	30	-1.3%	-9%	i	23	-0.1%
NC(=O)CCCSc1nc2ccccc2[nH]1	-0.9%	-7%	0%	5%	-0.7	39	2.5%	3%	i	60	0.2%
COc1ccc(OC)c(S(=O)(=O)N2CCC(C(=O)NC3CCCCC3)CC2)c1	0.2%	22%	3%	3%	-0.6	31	0.3%	4%	i	.	-0.7%
O=C(/C=C/c1ccccc1)c1c[nH]c2ccccc12	0.3%	-11%	0%	12%	2.3	67	-0.7%	-3%	i	24	-0.4%
O=c1oc2cc(Br)ccc2n1Cc1ccccc1	-0.8%	10%	14%	6%	1.1	65	2.1%	1%	i	62	-0.9%
O=C(CCN1C(=O)/C(=C/c2cccs2)SC1=S)Nc1ccc(O)cc1	0.6%	-10%	7%	23%	4.8	39	6.4%	-1%	i	27	-0.8%
Cn1c(SCc2cccc(C#N)c2)nc2ccccc2c1=O	0.5%	-7%	8%	3%	1.2	46	12%	-3%	i	58	-1.5%
COc1ccccc1C1=NOC(C)(c2sc(-c3ccccc3)nc2C)C1 (stereo not given)	-1.1%	-8%	7%	11%	-0.6	88	1.6%	.	i	54	-0.4%
Cc1ccc(C2=NOC(C)(c3nnc(-c4ccc(Cl)cc4)o3)C2)cc1 (stereo not given)	0.3%	2%	11%	3%	-5.9	104	1.8%	-6%	i	4	-0.1%
COc1cccc(/C=C/C(=O)OCC(=O)NCc2ccc(Cl)cc2)c1	1.9%	4%	2%	2%	-0.1	51	-0.1%	-3%	i	56	-0.1%
CN(C)CCn1c(C(=O)O)cc2ccccc21	0.2%	-2%	0%	-1%	0.8	64	0.6%	-2%	i	2	0.3%
CCc1nnc(NC(=O)CN2C(=O)c3ccccc3C2=O)s1	3.9%	3%	-2%	-2%	0.5	51	0.2%	-2%	i	17	0.2%
COC(CNC(=O)C(=O)NCC1OCCN1C(=O)c1ccc(Cl)cc1)OC (stereo not given)	0.3%	-3%	3%	-10%	-2.3	57	0.8%	13%	i	6	0.1%
CCn1c(O)c2ccc(C(=O)N=NC(=O)c3cccnc3)cc2c1O	5.8%	-8%	6%	3%	2.1	39	0.8%	-3%	i	27	-0.4%
O=C(COCc1cc(-c2ccc3c(c2)OCO3)on1)N1CCCCC1	0.1%	5%	1%	10%	0.7	40	0.7%	-12%	i	39	-0.3%
Cc1ncc(CN2CCCC(C(=O)Nc3ccc(-c4cscn4)cc3)C2)cn1 (stereo not given)	0.1%	-5%	7%	8%	-0.1	48	3.3%	-6%	i	6	0.7%
CNc1nc2c(Cl)cc(Cl)cc2s1	-1.1%	11%	-17%	6%	0.8	40	15%	-7%	i	33	0.0%
O=C(Cn1c(COc2ccccc2)nc2ccccc21)Nc1cc(Cl)cc(Cl)c1	-0.1%	-5%	-5%	-2%	5.2	49	0.2%	-8%	i	24	-0.8%
O=C(NC(=S)NCCC1=CCCCC1)c1ccco1	0.8%	-1%	5%	3%	2.8	88	3.2%	2%	i	55	-1.0%
COC(=O)c1ccc(-n2cncn2)c([N+](=O)[O-])c1	-1.1%	-3%	4%	6%	-1.0	37	-0.4%	-1%	i	40	0.1%
Cc1nnsc1S(=O)c1ccccc1Cl (stereo not given)	0.3%	3%	9%	4%	-0.6	92	-0.2%	-4%	i	26	0.0%
O=C1NC(=O)C(Cc2ccccc2)(c2cccnc2)N1 (stereo not given)	-0.1%	.	3%	3%	0.4	59	0.7%	3%	i	50	-0.6%
O=S1(=O)CC/C(=N\O)c2ccccc21	-0.5%	3%	-4%	10%	4.8	101	1.2%	4%	i	56	-0.1%	Dengue-2 NS5 capping pilot replicate=-1.1
O=c1cc(N2CCCCC2)c(-c2ccccc2)nn1Cc1cccc(Cl)c1	0.3%	-6%	4%	4%	4.7	42	7.4%	-4%	i	38	-0.5%
COc1cccc(CC2(CO)CCCN(CC3=Cc4cc(Cl)ccc4OC3)C2)c1 (stereo not given)	-0.3%	-5%	1%	25%	6.4	33	16%	-3%	i	42	-0.7%
Cc1ccc(Sc2nnc(-c3ccccc3)cc2C#N)cc1	1.9%	-3%	5%	13%	17	56	1.3%	-6%	i	37	0.1%
OCC[C@H]1C[C@H](O)[C@@H](O)[C@]2(OCc3ccccc32)O1	1.3%	5%	6%	-7%	-3.5	43	-0.2%	6%	i	45	.
Cc1cccc(C(=O)OCC(=O)NCc2cccs2)c1	-0.4%	-2%	9%	3%	0.5	102	0.7%	-4%	i	65	0.0%

The listing continues:
SMILES	UTI89 phage lysis	Dengue-2 NS5 capping	Rac1 GTP hydrolysis	SV40 large T antigen	NTR1 agonist	NTR1 agonist cell count 20 µM	RSV antiviral HEp-2	Salmonella PhoP GFP	T cell modulator	T cell modulator vesicle-bound %	West Nile antiviral	others
Cc1cccc(NC(=S)N(Cc2cccc(Br)c2)CC2CCC(C(=O)O)CC2)c1 (stereo not given)	-0.7%	0%	3%	4%	1.8	43	0.7%	-4%	i	49	0.1%
CC1CC2(CCCCC2)Nc2ccc3ccccc3c21 (stereo not given)	0.6%	-4%	13%	8%	3.0	34	-0.1%	-1%	i	32	-0.4%
O=C(NCc1cccc(C(F)(F)F)c1)C1CC(c2ccccc2C(F)(F)F)=NO1 (stereo not given)	0.2%	-2%	5%	14%	-1.2	87	5.1%	-6%	.	.	1.3%
CCOC(=O)CSc1cc(=O)n(CC)c2ccccc12	-0.1%	-2%	3%	-2%	-1.7	91	0.6%	-9%	i	20	0.1%
Cc1ccc(C(=O)NC(CCc2ccccc2)C(=O)O)cc1 (stereo not given)	0.5%	-4%	8%	.	1.6	38	.	.	.	.	.	Dengue-2 NS5 capping pilot replicate=0.9
O=C(Nc1ccc(N2CCN(c3ccc(C(F)(F)F)cn3)CC2)nc1)c1cccs1	1.2%	-10%	2%	0%	0.6	49	-0.3%	-8%	i	51	-0.7%
